Source: PubChem BioAssay
M. tuberculosis = growth inhibition of non-replicating M. tuberculosis (AID 488890) | Mycobacterium tuberculosis non-replicating, growth inhibition; higher % means a stronger effect | inhibition, % at 25 µM, or IC50 in µM where a hit was titrated | hit rate 0.39% among 320,000; in the data active means a potency from the dose series; inconclusive means inhibition mostly from about 82% at the one dose, without a potency; inactive means the rest, 99 in 100 with inhibition below about 76%;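 further: plate controls were DMSO cells for no effect and high antibiotic wells for full effect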
inhibitors of VEEV = inhibitors of VEEV TC-83 cytopathic effect, confirmation, Vero cells (AID 588727). inhibition, % at 20 µM, or IC50 in µM where a hit was titrated. hit rate 0.13% among 350,000. Vero cells, VEEV TC-83 cytopathic effect inhibition; higher % means a stronger effect; in the data active means a potency from the dose series; inconclusive means inhibition mostly from about 14% at the one dose, without a potency; inactive means the rest, 99 in 100 with inhibition below about 12%; further: strong numbers were not always called active
influenza NS1A = H1N1 influenza NS1A inhibitors, functional cell based assay (AID 504329) | NS1A functional cell-based assay, percent inhibition; higher % means a stronger effect | inhibition, % at 12.5 µM; hits with a dose series show IC50 in µM | hit rate 0.3% among 340,000; in the data active means a potency from the dose series; inconclusive means inhibition above about 27% without an active follow-up result; further: strong numbers were not always called active
PhoP GFP inhibition = PhoP regulon inhibitors, Salmonella typhi PhoP promoter GFP reporter, confirmatory (AID 1850) | Salmonella Typhi PhoP-promoter GFP reporter, fluorescence, 4 h; higher % means a stronger effect | inhibition, % at 50 µM; hits with a dose series show IC50 in µM | hit rate 0.33% among 310,000; in the data active means a potency from the dose series; inconclusive means inhibition mostly from about 25% at the one dose, without a potency; inactive means the rest, 99 in 100 with inhibition below about 19%;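 further: 0% = induced wells with vehicle and 100% = uninduced wells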
M. tuberculosis HTS = M. tuberculosis growth inhibition, HTS (AID 449762) | M. tuberculosis H37Rv growth inhibition, 7H9 media; higher % means a stronger effect | inhibition, % at 25 µM; hits with a dose series show IC50 in µM | hit rate 0.59% among 330,000; in the data active means a potency from the dose series; inconclusive means inhibition above about 70% without an active follow-up result;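 further: bacterial growth assessed after seven days of incubation; strong numbers were not always called active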
inhibitors of VEEV 10K pilot screen = also measured in inhibitors of VEEV; calls as there; inhibition, %; measured here: 10K pilot screen inhibition
Numbers without * were called inactive; i = inactive; ? = inconclusive; . = no result given.

A first look, 2 compounds:
SMILES	M. tuberculosis	inhibitors of VEEV	influenza NS1A	PhoP GFP inhibition	M. tuberculosis HTS	others
O=C(NN1CCN(Cc2ccccc2)CC1)c1ccc(Cl)cc1	7%	0.9%	8%	15%	-4%
O=C(/C=C/c1ccc([N+](=O)[O-])cc1)c1ccccc(=O)c1O	.	9.7%	-6%	.	.

The list itself, previewed entries included:
SMILES	M. tuberculosis	inhibitors of VEEV	influenza NS1A	PhoP GFP inhibition	M. tuberculosis HTS	others
O=C(NN1CCN(Cc2ccccc2)CC1)c1ccc(Cl)cc1	7%	0.9%	8%	15%	-4%
O=C(/C=C/c1ccc([N+](=O)[O-])cc1)c1ccccc(=O)c1O	.	9.7%	-6%	.	.
Cc1ccc(S(=O)(=O)N2CCC(C(=O)NNC(=O)c3ccncc3)CC2)cc1	42%	i	-3%	-16%	-10%
O=C(Nc1ccc(OC(F)(F)F)cc1)Nc1cccc([N+](=O)[O-])c1	?	4.9%	-4%	-3%	?	inhibitors of VEEV 10K pilot screen=7.7
CN(CC(=O)Nc1ccc(N2CCOCC2)cc1)C(=O)CCCOc1ccc(Cl)cc1Cl	5%	7.9%	4%	-1%	68%
CCOC(=O)Cc1nnc(Nc2cccc(C)c2)c2ccccc12	-5%	6.6%	11%	11%	-12%
CCn1cc(CNC(=O)CSc2nc(-c3ccc(OC)c(OC)c3)cc(C(F)(F)F)n2)c(C)n1	-8%	1.8%	25%	1%	-10%
CCCn1c2ccccc2c2cnn(CC(=O)NCCCN3CCN(c4ccccc4)CC3)c(=O)c21	80%	3.6%	7%	7%	54%
NS(=O)(=O)c1ccc(Sc2ccccn2)c([N+](=O)[O-])c1	-1%	i	.	7%	0%
C=CCn1c(SCC(=O)Nc2cc(C)ccc2OC)nnc1-c1ccco1	25%	6.7%	-3%	-1%	-3%
O=c1cc(N2CCc3ccccc32)[nH]c(=O)n1-c1ccccc1Cl	-5%	1.5%	0%	-7%	10%
O=C(Nc1cccc(Cl)c1)c1cc(S(=O)(=O)N2CCOCC2)cs1	-8%	7.0%	-6%	-10%	-16%
COC(=O)NC1CSCC1OC(=O)CCN1C(=O)c2ccccc2C1=O (configuration not stated)	-1%	i	6%	4%	-5%	inhibitors of VEEV 10K pilot screen=0.9
CCN(C(=O)Cc1c(C(=O)O)n(C)c2ccccc12)c1cc(OC)ccc1OC	-14%	11%	-3%	3%	-7%
O=C(Nc1cccc(Cl)c1)Nc1nnc(-c2ccccc2)o1	0%	3.6%	10%	2%	?	inhibitors of VEEV 10K pilot screen=1.2
Nc1nc2c(s1)CC(c1ccccc1)CC2 (configuration not stated)	25%	1.3%	0%	4%	17%
C=CCN(c1ccccc1C(=O)O)S(=O)(=O)c1ccc(C)cc1	-11%	1.6%	-7%	-2%	8%
CCOc1ccc(-n2ccnc2SCC(=O)NCc2ccc3c(c2)OCO3)cc1	18%	2.2%	-50%	10%	-3%
CC(=O)Nc1c2c(nn1-c1cccc(C)c1)CSC2	5%	2.4%	-4%	7%	-2%
C/C(CC(=O)Nc1ccc2c(c1)OCCO2)=N\NC(=O)c1ccccc1Cl	-5%	0.5%	5%	7%	5%
CCOC(=O)C1C(C)=C(Nc2ccc(OC)cc2)C(=O)N1c1ccc(OC)cc1 (configuration not stated)	-13%	1.2%	-7%	-3%	4%
COc1cc(C(=O)NNC(=O)C2CCCC2)cc(OC)c1OC	-16%	1.2%	5%	1%	-5%
CCOc1ccc(-c2[nH]ncc2Oc2ccccc2OC)c(O)c1	-3%	6.9%	-3%	2%	-3%
COc1ccc([C@H]2CC(=O)C=C(c3cccc4c3sc3ccccc34)C2)cc1OC	-5%	0.1%	7%	.	15%	inhibitors of VEEV 10K pilot screen=3.8
Cc1cccc(C2c3[nH]c4ccccc4c3CCN2C(=O)c2cc(CC(C)C)[nH]c(=O)n2)n1 (configuration not stated)	18%	2.2%	6%	-6%	3%
COCCNC(=O)C1(C)C=CC2(CCCCC2)N1C(=O)c1ccccc1 (configuration not stated)	6%	1.0%	-23%	5%	3%
Cc1cc(OCC(=O)C(C)(C)C)c2c(C)c(C)c(=O)oc2c1	0%	3.5%	-7%	-2%	-1%
CCCCN1CC(=O)N2[C@H]3c4ccccc4OC[C@@H]3[C@H](C(=O)OCC)[C@]2(C)C1=O	53%	4.2%	6%	.	4%
O=C(O)CC(NNC(=O)c1ccccc1)C(=O)Nc1ccc([N+](=O)[O-])cc1 (configuration not stated)	5%	i	-4%	-4%	-1%
Cc1ccc(NC(=O)COC(=O)C2CCN(c3ccc(C(F)(F)F)cn3)CC2)cc1	23%	2.9%	-5%	.	0%
COc1cc(C(=O)NC(=S)N(CCc2ccccc2)CCc2ccccc2)cc(OC)c1OC	-8%	10.0%	-1%	2%	3%
CN1N=C2c3ccccc3CCC2C1c1ccc(C(F)(F)F)cc1 (configuration not stated)	-13%	.	.	-8%	-9%
CCN1CCCC1CNCc1ccccc1OCc1ccc(F)cc1 (configuration not stated)	13%	i	-11%	-8%	-3%
O=C(NNC(=O)c1ccc(F)cc1F)c1ccc(-n2cnnn2)cc1	-10%	1.4%	-6%	-12%	0%
Cc1occc1C(=O)N/N=C/C(Br)=C/c1ccccc1	70%	8.1%	-15%	-3%	17%
O=C(c1ccco1)N1CCN(c2nc3ccccc3c(=O)n2-c2ccccc2)CC1	10%	1.8%	20%	-10%	5%
Cc1cccnc1NC(=O)C1COc2ccccc2O1 (configuration not stated)	i	0.4%	-5%	4%	-4%
Cc1ccccc1OCC(=O)OCC(=O)c1cc(C)n(C2CC2)c1C	.	1.9%	-3%	.	.
Cc1cccc(Cn2c(SCC(=O)Nc3ccccc3)nc3c2c(=O)[nH]c(=O)n3C)c1	15%	8.0%	7%	-5%	-13%
Cc1cc(C)c(C(=O)COC(=O)CN2C(=O)NC3(CCCC3)C2=O)cc1C	6%	0.6%	-3%	.	1%
CSc1ccccc1C(=O)N1CCCCC1	-5%	2.2%	-8%	-7%	-4%
COc1ccc2c(c1)c1ncn(CC3CCCO3)c(=O)c1n2C (configuration not stated)	35%	6.8%	12%	-4%	1%
O=C(c1ccc(CS(=O)c2ccccc2Cl)o1)N1CCOCC1 (configuration not stated)	5%	0.7%	-2%	5%	-1%
Cn1c(SCC(=O)NC2CC2)nnc1C(F)(F)F	-9%	0.1%	-6%	3%	-3%
CCNc1ccc(C(=O)OCC(=O)NCc2ccc(C)cc2)cc1[N+](=O)[O-]	7%	0.3%	9%	-4%	-6%

Fetched one by one from the entries so far, 4 records:
SMILES	M. tuberculosis	inhibitors of VEEV	influenza NS1A	PhoP GFP inhibition	M. tuberculosis HTS	others
O=c1cc(N2CCc3ccccc32)[nH]c(=O)n1-c1ccccc1Cl	-5%	1.5%	0%	-7%	10%
Nc1nc2c(s1)CC(c1ccccc1)CC2 (configuration not stated)	25%	1.3%	0%	4%	17%
CCOC(=O)C1C(C)=C(Nc2ccc(OC)cc2)C(=O)N1c1ccc(OC)cc1 (configuration not stated)	-13%	1.2%	-7%	-3%	4%
O=C(/C=C/c1ccc([N+](=O)[O-])cc1)c1ccccc(=O)c1O	.	9.7%	-6%	.	.

(more compounds)
SMILES	M. tuberculosis	inhibitors of VEEV	influenza NS1A	PhoP GFP inhibition	M. tuberculosis HTS	others
Nc1c(N(Cc2ccccc2)C(=O)COc2cccc(Cl)c2)c(=O)[nH]c(=O)n1Cc1ccccc1	1%	0.4%	-7%	4%	7%
N#Cc1cccc(C#N)c1Oc1ccc(N)cc1	-1%	0.0%	1%	7%	0%
Cc1nc2sccn2c1-c1nc(-c2cc3ccccc3o2)cs1	75%	7.6%	-2%	-3%	52µM*
COc1ccc(C(=O)C2CCCN(S(=O)(=O)c3cccc(C)c3)C2)c(C)c1 (configuration not stated)	0%	3.0%	-4%	-1%	-10%
O=C(Nc1ccccc1F)C1(c2ccccc2)CC1(Cl)Cl (configuration not stated)	15%	i	-9%	-3%	.
CC(=O)N1CCN(C(=O)Nc2cccc(C(F)(F)F)c2)CC1	-1%	0.5%	-5%	-5%	2%
Cc1cccc(NC(=S)N2CCN(c3ccccc3)CC2)c1	-7%	0.2%	.	-2%	-6%
CN(C)S(=O)(=O)c1cccc(NC(=O)c2ccc(Sc3nncn3C)c([N+](=O)[O-])c2)c1	14%	i	-15%	1%	-10%
Cc1nn(C(C)C(=O)NCCN2CCCC2)c(=O)c2c1sc1ccccc12 (configuration not stated)	30%	i	-2%	-1%	2%
O=C(c1ccc(Br)o1)N(c1ccc(Br)cc1)C1C=CS(=O)(=O)C1 (configuration not stated)	3%	0.1%	-21%	-7%	-6%
Cc1ccc(SCC(=O)O/N=C(\N)c2ccncc2)cc1	65%	2.4%	-5%	-2%	8%
Cc1ccc(NC(=O)Nc2nnc(CSCCOc3ccc(Cl)cc3)s2)cc1	-7%	1.0%	-3%	-9%	-5%
Cc1ccc(-c2n[nH]c(=O)c3ccccc23)cc1S(=O)(=O)NCCO	5%	0.0%	-5%	9%	-1%
COc1ccc(NC(=O)CN(C)C(=O)c2ccc3[nH]c4c(c3c2)CC(C)CC4)cc1 (configuration not stated)	24%	4.2%	18%	2%	14%
Cc1cc(NC(=O)c2c(-c3c(Cl)cccc3Cl)noc2C)n(C)n1	-12%	0.9%	-2%	18%	-5%
Cn1c(=O)n(C)c2cc(NC(=O)COc3ccc(F)cc3F)ccc21	-5%	i	-11%	3%	2%
COc1ccccc1C(=O)N/C(=C\c1cn(S(=O)(=O)N(C)C)c2ccccc12)C(=O)N1CCCC1	15%	11%	-12%	5%	3%
Cc1nc2ccccc2cc1OCc1ccc(Cl)cc1	?	i	0%	-3%	?
O=C(Nc1ccc(NC(=O)c2cccs2)cc1)c1ccc(Br)o1	-15%	0.2%	1%	4%	-16%
COCCNC(=O)c1ccc(CN2CCC(Cc3ccccc3)CC2)cc1	-15%	0.2%	-3%	-2%	-3%
O=C(Nc1nc(-c2cccs2)cs1)c1cccc(S(=O)(=O)N2CCCCC2)c1	-4%	9.3%	-6%	8%	4%
Cc1ccc2[nH]c3c(=O)n(CCc4cnc[nH]4)cnc3c2c1	7%	1.5%	-4%	-2%	-5%
CN(Cc1nc2ccccc2c(=O)[nH]1)C(=O)c1cccc(S(=O)(=O)N2CCCC2)c1	8%	2.5%	-8%	.	-5%
CCN(CC)c1nc(N2CCOCC2)c(C#N)c2c1CN(C)CC2	1%	1.7%	-10%	-2%	-10%
O=C(CCC(=O)NC1CCN(Cc2ccccc2)CC1)NCc1ccco1	6%	2.0%	1%	-2%	9%	inhibitors of VEEV 10K pilot screen=1.1
CN(CCC#N)C(=S)NC(=O)c1ccc(S(=O)(=O)N2CCOCC2)cc1	10%	0.3%	-1%	11%	-13%
Cc1ccc(O)c(NC(=O)CCC2CCCCC2)c1	30%	0.7%	-15%	-7%	-6%
O=C(O)CSc1cn(Cc2ccccc2)c2ccccc12	9%	0.7%	19%	-11%	-6%
O=c1c(C(c2ccc(O)cc2)c2c(O)nc3n(c2=O)CCCS3)c(O)nc2n1CCCS2	1%	0.6%	-22%	-4%	-2%
COC(=O)c1sccc1NC(=O)COc1ccc(Cl)cc1Cl	-12%	0.1%	-6%	-3%	1%
CC[C@@]1(O)C(=O)OCc2c1cc1n(c2=O)Cc2cc3c(CN(C)C)c(O)ccc3nc2-1	5%	2.0%	7%	-68%	1%
CCCc1cc(=O)[nH]c(SCC(=O)N2c3ccccc3CC2C)n1 (configuration not stated)	-3%	i	-13%	.	-2%
O=C(CN1C(=O)NC2(CCCC2)C1=O)Nc1ccc(F)c([N+](=O)[O-])c1	12%	i	6%	-15%	3%
CCn1ncc(Br)c1C(=O)Nc1ccc(-c2ccno2)cc1	10%	5.1%	1%	-30%	9%
COc1ccc(OC)c(CCNC(=O)c2nn(C)c3c2CS(=O)(=O)c2ccccc2-3)c1	13%	13%	-4%	6%	6%
CCOc1ccc(C(=O)NCC(=O)OCC(=O)c2ccc3c(c2)-c2ccccc2C3)cc1	39%	0.4%	18%	1%	-1%
Cc1noc(C)c1NC(=O)N(C)C[C@H]1Oc2c(NC(=O)C3CC3)cccc2C(=O)N([C@H](C)CO)C[C@@H]1C	-3%	i	-6%	.	0%
C/C(=C\C(=O)c1ccc(Cl)cc1)NCc1ccc2c(c1)OCO2	27%	2.5%	11%	1%	-3%
c1ccc(-c2nnc(SCC3CCCO3)nc2-c2ccccc2)cc1 (configuration not stated)	14%	1.8%	3%	-8%	12%
Cc1cc(C(=O)Nc2ccc(S(=O)(=O)N3CCOCC3)cc2)ccc1[N+](=O)[O-]	43%	0.1%	-19%	0%	3%
